TSHR antag = antagonists of human thyroid stimulating hormone receptor. TSHR-expressing cells, TSH-stimulated cAMP HTRF, 2 h; active compounds read low. activity change, negative = inhibition, % at 11.5 µM. hit rate 0.2% among 330,000. AID 504810;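 active means activity change below a set negative limit, meaning inhibition stronger than a set level, cut at about -70% in these data; inconclusive means activity change between two set negative limits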; further: on the % scale 0 is the no-effect control and ±100 the full control effect
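Inhibition of cAMP made by TSHR-expressing cells under TSH stimulation (4nM final, EC80; 2 h, 37 deg C) is quantified with a one-step lysis HTRF kit, anti-cAMP cryptate versus cAMP-d2.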
A-T KAP1 phos = candidate therapy for ataxia-telangiectasia. Potency, µM (highest dose often 57.5 µM), without a hit: at the top dose activation, most hits filed as activators. […] A-T fibroblasts, KAP-1 phosphorylation AlphaLISA; neocarzinostatin DNA damage 30 min before lysis. hit rate 0.19% among 320,000; further: potency means the concentration at half of the fitted maximal effect; % of control where 0% means no effect; nearly all actives have a fitted effect of over 45% in size
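ATM-like activity read as KAP-1 phosphorylation via AlphaLISA donor/acceptor antibody pairs after lysis and 6 hr at 25C. Cells were ATM-null patient fibroblasts ([…], hTERT), dosed 60 min, then exposed to the DSB inducer NCS for 30 min.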
Eya2 inh = Eya2 (human) phosphatase inhibition; O00167; recombinant Eya2, OMFP fluorescence dephosphorylation (OMFP is methylfluorescein phosphate); Potency, µM (series often up to 76.9 µM), without a hit: at the top dose activity, negative = inhibition, usual class: inhibitors; hit rate 0.006% among 330,000; AID 488837; further: potency means the concentration at half of the fitted maximal effect; on the % scale 0 is the no-effect control and ±100 the full control effect
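Eya2 protein (added as 0.2 uM solution) was preincubated with compound for 10 min at ambient temperature in 50 mM HEPES pH 7.5, 50 mM NaCl, 5 uM MgCl2, 0.05% BSA, 1 mM DTT. OMFP (added at 50 uM) then reacted 10 min; fluorescence read at 485/525 nm.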
USP2a inh = blocks human ubiquitin-specific protease USP2a; O75604; USP2 core, Ub-CHOP2 coupled fluorogenic reporter, 485/531; Potency, µM (titrated, usually from 38.3 µM), without a hit: top-dose activity change, negative = inhibition, hits mostly inhibitors; hit rate 0.01% among 330,000;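 further: potency means the concentration at half of the fitted maximal effect; plate controls were DMSO wells for no effect and full inhibition by NEM control for full effect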
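Deubiquitinase activity read as fluorescence (485/531 nm) after Ub-CHOP2 cleavage activates the enterokinase reporter on its substrate; USP2 core 10nM, Ub-CHOP2 and substrate 25nM each, 30min compound preincubation then 60min RT; data normalized to NEM, curves fitted.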
TCR activator = T cell receptor activation; primary human leukocytes, anti-CD3, IL-2 HTRF, 48 h; 330,000 tested, under 10 active; Potency, µM (titrated, usually from 9.22 µM), without a hit: at the highest dose activation of IL-2 secretion, hits mostly activators; further: % of control where 0% means no effect
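1) Mix primary human leukocytes, a-CD3 beads and compound. 2) Incubate 48 hr. 3) Add HTRF IL-2 reagents (a-IL-2-K, a-IL-2-d2).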
KCNH2 3.1 block = inhibitors of human KCNH2 3.1 potassium channel isoform | U2OS KCNH2 3.1, thallium flux FluxOr; active compounds read low | hit rate 0.95% among 340,000 | activity change, % (tested at about 1.8 µM);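 active means maximum activity change below -70%; inconclusive means maximum activity change from -70% to -50%; inactive means maximum activity change above -50%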;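 further: thallium influx rate constant from kinetic fluorescence after stimulation buffer; on the % scale 0 is the no-effect control and ±100 the full control effect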
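Thallium flux read-out: FluxOr dye with Red40 quencher in HBSS/HEPES, 45 min at RT. Rate constants from kinetic reads were normalized to positive and negative DMSO controls. Cells: U2OS virally expressing the 3.1 isoform.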
KCNH2 WT inh = inhibitors of human wildtype KCNH2 potassium channel | U2OS, BacMam KCNH2, thallium flux FluxOr; active compounds read low | activity change, % at 1.84 µM | hit rate 0.37% among 340,000 | AID 720551;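 active means maximum activity change below -70%; inconclusive means maximum activity change between -70% and -50%; inactive means maximum activity change above -50%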; further: on the % scale 0 is the no-effect control and ±100 the full control effect
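U2OS cells were transduced with wild-type KCNH2 virus (2.03 x 10^8 / mL) for 4 h at room temperature, then cultured overnight at 37 C. Thallium flux was read with FluxOr dye. Rate constants were normalized to DMSO controls.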
ELG1 repair inh = ELG1-dependent DNA repair inhibition | Potency, µM (top dose mostly 46.1 µM), without a hit: top-dose activity change, negative = inhibition, actives largely listed as inhibitors | hit rate 2.3% among 330,000 | HEK293T ELG1-luciferase reporter, luminescence, 16 h; DNA damage induced by 5-fluorouridine; further: potency means the concentration at half of the fitted maximal effect; on the % scale 0 is the no-effect control and ±100 the full control effect; nearly all actives have a fitted effect of over 55% in size
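5-Fluorouridine DNA damage + compound/DMSO, 2,000 cells/well, 16 h, 37 °C/5% CO2. ONE-Glo, 30 min RT, luminescence. Readout = decrease in reporter signal.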
TRPV1 agonist = activates the human vanilloid receptor TRPV1; Q8NER1; TRPV1-expressing cells, Fluo-8 calcium influx, agonist mode; activation, % at 8.33 µM; hit rate 0.19% among 320,000; in the data active means activation above about 80%; inconclusive means between about 30% and that limit; further: 0% is about no effect
Target sequence (Q8NER1 whole entry, looked up): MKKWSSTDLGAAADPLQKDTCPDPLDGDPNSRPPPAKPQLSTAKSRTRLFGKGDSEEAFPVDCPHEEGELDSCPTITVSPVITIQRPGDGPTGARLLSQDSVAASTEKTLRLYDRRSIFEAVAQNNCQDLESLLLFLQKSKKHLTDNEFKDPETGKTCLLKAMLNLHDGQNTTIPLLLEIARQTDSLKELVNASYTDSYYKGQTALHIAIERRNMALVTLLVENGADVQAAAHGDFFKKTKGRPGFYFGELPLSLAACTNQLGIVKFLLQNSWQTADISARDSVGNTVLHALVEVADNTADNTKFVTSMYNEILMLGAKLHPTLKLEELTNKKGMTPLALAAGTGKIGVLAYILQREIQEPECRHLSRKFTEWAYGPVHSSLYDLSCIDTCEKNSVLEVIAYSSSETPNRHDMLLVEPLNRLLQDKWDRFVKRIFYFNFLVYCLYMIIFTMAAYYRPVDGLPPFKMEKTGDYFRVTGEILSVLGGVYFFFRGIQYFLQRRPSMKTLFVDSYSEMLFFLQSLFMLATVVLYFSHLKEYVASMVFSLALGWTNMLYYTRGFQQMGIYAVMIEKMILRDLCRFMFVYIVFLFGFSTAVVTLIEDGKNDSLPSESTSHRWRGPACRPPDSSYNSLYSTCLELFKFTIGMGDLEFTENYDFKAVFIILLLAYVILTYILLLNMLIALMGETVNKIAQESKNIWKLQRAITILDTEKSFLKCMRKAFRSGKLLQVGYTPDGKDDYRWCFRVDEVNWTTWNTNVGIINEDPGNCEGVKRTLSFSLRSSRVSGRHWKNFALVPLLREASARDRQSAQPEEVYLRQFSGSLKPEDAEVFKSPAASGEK
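TRPV1-expressing cells were cultured overnight at 35.5C and loaded with Fluo-8 calcium dye for 40 to 90 min at room temperature. After a 10 s baseline, compound was added and calcium influx was read kinetically for 3 min (ex 480/em 520 nm).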
Mito fusion yeast = inhibitors of mitochondrial division or activators of mitochondrial fusion | S. cerevisiae fusion-defective mutant growth rescue, CellTiterGlo 48 h | hit rate 0.23% among 320,000 | Potency, µM (top dose mostly 46.1 µM), inactives show at the highest dose growth rescue (activation), actives largely listed as activators;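 further: potency means the concentration at half of the fitted maximal effect; % of control where 0% means no effect; nearly all actives have a fitted effect of over 45% in size; temperature-sensitive fusion mutants such as fzo1-1 at 37 °C on non-fermentable ethanol glycerol medium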
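Temperature-sensitive fusion-defective S. cerevisiae (e.g. fzo1-1, mgm1-5) were grown with compound in YPEG medium (3% ethanol, 3% glycerol) for 48 hours at 37C. Growth rescue was measured as viability by CellTiterGlo luminescence after 10 minutes at ambient.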
* marks the source's active call; other numbers are inactive results; ? = inconclusive; nt = no result given; & = joins results of further samples; [ ] = another dose, or the depositor's remark. Unless noted, the call rests on the fitted dose curve; in most records, active means well fitted curve in the direction sought with a large enough effect; inconclusive means small, poorly fitted or top-dose-only effect, or another doubt; inactive means no such curve, though single readings can be large; an effect the other way counts as inactive or inconclusive. A portion of the library; rates above refer to the full screens.

SMILES	TSHR antag	A-T KAP1 phos	Eya2 inh	USP2a inh	TCR activator	KCNH2 3.1 block	KCNH2 WT inh	ELG1 repair inh	TRPV1 agonist	Mito fusion yeast
Cc1c(Cl)ccc2sc(N3CCN(C(=O)C4=COCCO4)CC3)nc12	-26	-4%	-8%	-7%	3%	5	12	-26%	?	-14%
O=C(/C=C/Nc1ccc(S(=O)(=O)Nc2ncccn2)cc1)c1ccc(Cl)c(Cl)c1	-10	8%	-19%	1%	1%[46.1 µM]	2	-2	-1%	3	-2%
Cc1c(C(=O)OCC(=O)NCc2ccco2)cccc1[N+](=O)[O-]	9	-1%	-6%	-1%	-1%	-5	-3	5%	4	0%
CCc1nnc(NC(=O)Cc2c[nH]c3ccccc23)s1	-5	nt	-1%	-2%	13%	-144*	36	?	1	0%
CC(=O)c1ccc(OCC(C)C)c(CN2CCCCC2)c1	0	-2%	7%	-1%	2%	-1	1	0%	1	2%
Cc1ccccc1NC(=S)Nc1ccc(Br)cc1	48	8%	-1%	1%	3%[46.1 µM]	14	41	-14%	14	3%
O=C(Cn1nnc2c(sc3nc4c(c(-c5ccccc5)c32)CCC4)c1=O)c1ccccc1	nt	nt	nt	nt	4%	-5	1	nt	0	-2%
COCCn1c(SCC(=O)N2CCOCC2)nnc1-c1ccncc1	17	-1%	7%	2%	2%	-2	3	12%	-2	-2%
NNC(=O)CN1C(c2ccc(Br)cc2)=Nc2ccc(Br)cc2C1c1ccccc1 (stereo not drawn)	-5	4%	-13%	-13%	2%[46.1 µM]	-19	1	-3%	-3	1%
CCCN(CC(=O)Nc1ccccc1OC)C(=O)c1ccncc1	8	5%	2%	1%	-4%	-4	-8	-4%	0	-8%
Cc1ccc(/C=N/Nc2nncn2N)cc1	17	47%	-17%	-1%	2%	-16	6	-2%	-3	11%
c1ccc(-n2nnnc2NC2CCCCCC2)cc1	6	nt	4%	1%	4%	18	7	-1%	-2	6%

Next section, starting with the last two of the part before.
SMILES	TSHR antag	A-T KAP1 phos	Eya2 inh	USP2a inh	TCR activator	KCNH2 3.1 block	KCNH2 WT inh	ELG1 repair inh	TRPV1 agonist	Mito fusion yeast
Cc1ccc(/C=N/Nc2nncn2N)cc1	17	47%	-17%	-1%	2%	-16	6	-2%	-3	11%
c1ccc(-n2nnnc2NC2CCCCCC2)cc1	6	nt	4%	1%	4%	18	7	-1%	-2	6%
OCCN1CCN(CC(O)COc2ccc3ccccc3c2)CC1 (stereo not drawn)	0	12%	17%	1%	6%&8%	1&1	8&6	1%	4	1%
O=C(CSc1nc2ccccc2c(=O)n1Cc1ccco1)N1CCCCCC1	15	4%	5%	2%	2%	-81*	-8	?	?	-1%
Cn1c(NC(=O)c2ccccc2F)c(-c2cccs2)c(=O)c2ccccc21	22	26%	3%	2%	0%	-22	-1	13%	1	5%
CCCCC(CC)C(=O)NCc1ccc(F)cc1 (stereo not drawn)	8	-6%	12%	3%	2%[46.1 µM]	8	6	5%	9	-1%
CCCn1c(SCC(=O)N2CCCC2=O)nc2ccccc2c1=O	5	0%	-22%	1%	9%	11	-9	-4%	?	8%
COc1cc(C(=O)OC(C)CN2CCN(C)CC2)cc(OC)c1OC (stereo not drawn)	-2	1%	12%	1%	8%	-16	4	12%	0	0%
CN(C(=O)C1CCCCC1)C1CCS(=O)(=O)C1 (stereo not drawn)	15	-1%	9%	2%	2%	5	4	2%	0	0%
Cc1cc(C(=O)Nc2c[nH]c(=O)[nH]c2=O)ccc1[N+](=O)[O-]	5	10%	12%	-2%	-6%	-17	-9	4%	0	-2%
CCOC(=O)C1CCCN(/C=C2\SC(=S)N(CC)C2=O)C1 (stereo not drawn)	-4	-8%	4%	-1%	2%	9	1	0%	20	-1%
CCn1c(/C=N/NC(=O)c2ccc(OC)cc2)nc2ccccc21	0	2%	-5%	5%	1%[46.1 µM]	0	-4	?	-3	?
CCN(CC)c1ccc(C(=O)OCC(=O)Nc2ncccn2)cc1	-1	1%	-2%	-6%	3%	-12	2	-14%	nt	nt
CCC(=O)Nc1ccc2c(c1)Cc1cc(NC(=O)CC)ccc1-2	4	1%	3%	1%	10%	-14	-33	?	0	-5%

Complete entries from above. Order of values: TSHR antag	A-T KAP1 phos	Eya2 inh	USP2a inh	TCR activator	KCNH2 3.1 block	KCNH2 WT inh	ELG1 repair inh	TRPV1 agonist	Mito fusion yeast
CC(=O)c1ccc(OCC(C)C)c(CN2CCCCC2)c1 is listed as 0	-2%	7%	-1%	2%	-1	1	0%	1	2%
CCOC(=O)C1CCCN(/C=C2\SC(=S)N(CC)C2=O)C1 (stereo not drawn) is listed as -4	-8%	4%	-1%	2%	9	1	0%	20	-1%
O=C(CSc1nc2ccccc2c(=O)n1Cc1ccco1)N1CCCCCC1 is listed as 15	4%	5%	2%	2%	-81*	-8	?	?	-1%

Further records follow:
SMILES	TSHR antag	A-T KAP1 phos	Eya2 inh	USP2a inh	TCR activator	KCNH2 3.1 block	KCNH2 WT inh	ELG1 repair inh	TRPV1 agonist	Mito fusion yeast
N/C(=N\OC(=O)c1ccc2ccccc2c1)c1ccccn1	-17	10%	-4%	0%	11%	nt	1	?	?	9%
CCCCNc1c(-c2ccc(Sc3ccc(OC)cc3)cc2)nc2cc(C)ccn12	-26	?	-4%	3%	-11%	-84*	?	?	nt	nt
CC(OC(=O)c1cc[n+]([O-])cc1)C(=O)NCc1ccccc1 (stereo not drawn)	0	-6%	4%	-4%	4%	-4	3	5%	0	-1%
COc1cccc(-c2nnc(SCC(=O)N3CCCC3=O)n2-c2ccccc2)c1	-15	-2%	22%	1%	nt	5	-4	18%	19	1%
O=C(CCCCCn1nnc2ccccc2c1=O)Nc1ccccc1Cl	-2	23%	6%	-7%	3%	-6	5	?	23	7%
COc1ccc(NC(=O)C#Cc2ccccc2)cc1	-8	0%	-5%	1%	-13%	13	-8	?	?	-8%
COc1cc(-c2cc3nc4ccccc4n3c(N)c2C#N)cc(OC)c1OC	-3	16%	-6%	-10%	-14%	-7	3	?	?	11%
c1ccc2[nH]c(CSc3nc4ccccc4s3)nc2c1	-36	11%	-12%	-3%	-11%	-6	1	-3%	-3	6%
CCCC(O)(CCC)C(=O)NNc1ccccc1	35	3%	-9%	-2%	4%	-6	5	-11%	1	-8%
Cc1ccc2c(c1)C(O)(c1c(C)[nH]c3ccccc13)C(=O)N2 (stereo not drawn)	6	nt	-1%	-18%	4%	8	-4	nt	2	-3%[0.369 µM]
Cc1ccc(N=C2NC(=O)/C(=C\c3cccs3)S2)cc1C	22	-12%	-3%	-6%	1%[46.1 µM]	-22	2	?	-8	20%
Clc1ccccc1Cc1noc(CN2CCN3CCCC3C2)n1 (stereo not drawn)	7	7%	-5%	-2%	-2%	9	nt	-4%	1	-6%
CN(C1CCCCC1)S(=O)(=O)c1cccc2nsnc12	-1	-9%	-5%	0%	-6%	0	-20	5%	7	-1%
Cc1ccc(S(=O)(=O)N2CCC(C(=O)OCC(=O)N3CCCC(C)C3)CC2)cc1C (stereo not drawn)	-2	4%	8%	-1%	2%	13	?	2%	5	2%
CC(C)n1ncc2c(C(=O)NCCc3ccc(F)cc3)cc(C3CC3)nc21	-10	4%	-29%	4%	2%	4	-3	-15%	3	11%
O=C(NCC1CCCO1)c1ccc(COc2ccc(Cl)cc2)cc1 (stereo not drawn)	-14	0%	-3%	-1%	0%	10	0	?	16	-18%
Clc1ccc(Oc2cnns2)c(Cl)c1	19	0%	5%	4%	-2%	-6	-12	-1%	9	1%
CSc1cc(C)c(OCC(=O)Nc2c(C)nn(C)c2C)c(C)c1	4	1%	0%	1%	-7%	1	2	3%	?	-14%
Cc1cc(OCC(=O)NC2CCN(Cc3ccccc3)CC2)c2c(C)cc(=O)oc2c1	-6	20%	7%	0%	-2%	-24	-11	12%	0	-1%
CC1CN(C(=O)COC(=O)c2cccc(NS(=O)(=O)c3ccccc3)c2)CC(C)O1 (stereo not drawn)	14	2%	-7%	-3%	0%	26	0	3%	-1	0%
COc1cc(/C=C/c2cc(C(=O)O)c3ccccc3n2)ccc1OC(F)F	-15	1%	9%	2%	-7%	0	-11	?	0	-2%
CCOC(=O)Cc1cc(=O)n(-c2nc3ccccc3s2)[nH]1	-5	-1%	10%	-1%	3%	6	21	13%	0	-3%
Cc1cccc(NC(=O)c2nc[nH]c2C(=O)Nc2ccccc2[N+](=O)[O-])c1	-6	4%	-2%	2%	0%[46.1 µM]	16	1	22%	0	-3%
Nc1nc2n(n1)C(c1ccccc1)CC(c1ccc(F)cc1)N2 (stereo not drawn)	4	5%	3%	-1%	4%	-11	-8	2%	nt	-2%
Cc1nc(CC(=O)N/N=C/c2ccc(OCC(=O)O)cc2)cs1	35	31%	9%	5%	0%	14	11	-17%	2	-22%
COc1ccc(C2C3=C(CCCC3=O)N(CC(=O)O)C3=C2C(=O)CCC3)cc1Cl	0	10%	12%	-1%	-2%	-7	-3	2%	1	-2%
